# Source: PubChem BioAssay
# M4 PAM: potentiates acetylcholine response at human M4 receptor; hit rate 0.4% among 360,000; AID 624126; P08173; activation, % at 3 µM; CHO-K1 hM4/Gqi5, Fluo-8 calcium fluorescence, ACh EC20; 0% = ACh EC20, 100% = maximal ACh;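 active = activation above its plate's cutoff, the mean activation of sample wells plus 3 SD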; note: some results filed as inactive read as strong as hits
# Target sequence (P08173 whole entry, looked up): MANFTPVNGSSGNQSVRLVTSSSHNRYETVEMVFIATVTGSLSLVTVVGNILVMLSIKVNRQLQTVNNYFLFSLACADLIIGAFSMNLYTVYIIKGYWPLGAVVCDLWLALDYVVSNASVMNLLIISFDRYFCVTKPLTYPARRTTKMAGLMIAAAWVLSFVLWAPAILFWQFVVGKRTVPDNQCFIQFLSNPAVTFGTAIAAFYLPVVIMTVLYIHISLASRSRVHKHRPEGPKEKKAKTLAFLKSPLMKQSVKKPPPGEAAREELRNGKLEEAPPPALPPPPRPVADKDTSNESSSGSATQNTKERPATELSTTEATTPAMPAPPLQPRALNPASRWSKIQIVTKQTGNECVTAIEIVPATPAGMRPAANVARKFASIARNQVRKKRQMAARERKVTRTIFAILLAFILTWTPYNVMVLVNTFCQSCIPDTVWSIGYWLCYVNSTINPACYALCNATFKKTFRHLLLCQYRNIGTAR
# GalR3 antag: antagonists of human GalR3. hit rate 0.44% among 360,000. AID 651719. HEK293 GalR3-CNG cAMP membrane potential fluorescence; galR3 body fused to GalR1 C-terminus. O60755. inhibition, % at 3 µM;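 active = inhibition above the screen-wide average plus 3 SD, cut at about 13% in these data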;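 note: forskolin and galanin both at EC90 stimulate the cells; cAMP rise reported by CNG channel membrane potential dye signal; 0% = forskolin plus galanin with DMSO and 100% = forskolin alone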
# Target sequence (O60755 1-299 limits assumed): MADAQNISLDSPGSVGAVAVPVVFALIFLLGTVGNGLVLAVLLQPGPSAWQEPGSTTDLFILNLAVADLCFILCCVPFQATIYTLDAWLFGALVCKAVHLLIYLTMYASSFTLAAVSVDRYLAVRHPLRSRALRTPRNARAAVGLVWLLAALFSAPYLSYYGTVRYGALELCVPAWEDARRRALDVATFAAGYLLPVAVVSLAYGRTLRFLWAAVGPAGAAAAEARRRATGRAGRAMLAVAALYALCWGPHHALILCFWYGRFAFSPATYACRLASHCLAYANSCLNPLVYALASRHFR
# Numbers without * were called inactive.
No. | M4 PAM | GalR3 antag | SMILES
1 | -1 | -3 | COc1ccccc1N1CCN(Cc2cc(=O)oc3ccccc23)CC1
2 | 0 | -7 | COc1ccc(NC(=O)C2(C)Cc3c(-c4ccc(NC(C)=O)cc4)ccnc3O2)cc1OC (stereo unspecified)
3 | 4 | -8 | COc1ccc(OC)c(NC(=O)Nc2nc(C(C)N)cs2)c1 (stereo unspecified)
4 | -1 | -6 | Nc1ccn([C@@H]2O[C@H](C(=O)NCCc3ccc(F)cc3)[C@@H](O)[C@H]2O)c(=O)n1
5 | -3 | -7 | COCCNC(=O)C1(C)CCCN(Cc2ccc3ccccc3c2Br)C1 (stereo unspecified)
6 | 3 | -6 | COc1cccc(C(C)(O)c2nc(-c3cccc(C(C)C)c3)cs2)c1 (stereo unspecified)
7 | -5 | -6 | COc1ccc(OCCN2CCC(C(=O)NC(c3ccsc3)c3ccccc3C)CC2)cc1 (stereo unspecified)
8 | -7 | -7 | CN(C)c1ccc(-c2csc(C(C)(O)c3cccc(F)c3)n2)cc1 (stereo unspecified)
9 | -4 | -1 | Cc1cccc(C)c1Cn1c(C)c(C(=O)NCc2cccc(Cl)c2)sc1=O
10 | 4 | -5 | O=C(NCc1ccccc1)C(CCc1ccccc1)n1c(=O)c(-c2cc3ccccc3[nH]2)nc2ccccc21 (stereo unspecified)
11 | -3 | -6 | Cc1cc(Br)cn2c(Cc3cccc(F)c3)c(-c3cccc(Br)c3)nc12
12 | 2 | -5 | COc1cccc(NC(=O)C2(C)CCCN(C(C)C)C2)c1 (stereo unspecified)
13 | -2 | -8 | CC(=O)c1cccc(-c2ccnc3c2CC(C(=O)Nc2cccc(N(C)C)c2)O3)c1 (stereo unspecified)
14 | 3 | 3 | O=C(NC1CCCCC1)c1ccc(-c2cn[nH]c2)c2ccoc12
15 | -3 | -5 | COc1ccc(CC(N)c2csc(Nc3cnccn3)n2)cc1 (stereo unspecified)
16 | 4 | -7 | Cc1noc(C)c1-c1ccc(C(=O)NCc2ccco2)c2occc12
17 | -9 | -5 | CN(Cc1ccc(Cl)c(Cl)c1)C(C(=O)NCc1ccccc1)c1ccco1 (stereo unspecified)
18 | 10 | -4 | CC(C)n1[nH]c2ccccc2c1=O
19 | -10 | -6 | COc1ccccc1CNc1nc(NCc2ccccc2OC)c2sccc2n1
20 | 4 | -7 | O=C(Nc1ccc2c(c1)OCO2)c1csc([C@@H]2O[C@H](CO)[C@H](O)[C@H](O)[C@H]2O)n1

# Structural class, those above containing a furan ring, fused or not (3)
No. | M4 PAM | GalR3 antag | SMILES
14 | 3 | 3 | O=C(NC1CCCCC1)c1ccc(-c2cn[nH]c2)c2ccoc12
16 | 4 | -7 | Cc1noc(C)c1-c1ccc(C(=O)NCc2ccco2)c2occc12
17 | -9 | -5 | CN(Cc1ccc(Cl)c(Cl)c1)C(C(=O)NCc1ccccc1)c1ccco1 (stereo unspecified)

# Whole records, looked up by structure. Order of screens: M4 PAM, GalR3 antag
# COc1ccc(NC(=O)C2(C)Cc3c(-c4ccc(NC(C)=O)cc4)ccnc3O2)cc1OC (stereo unspecified) as listed: 0, -7
# CN(C)c1ccc(-c2csc(C(C)(O)c3cccc(F)c3)n2)cc1 (stereo unspecified) as listed: -7, -7
# COc1cccc(NC(=O)C2(C)CCCN(C(C)C)C2)c1 (stereo unspecified) as listed: 2, -5
# Nc1ccn([C@@H]2O[C@H](C(=O)NCCc3ccc(F)cc3)[C@@H](O)[C@H]2O)c(=O)n1 as listed: -1, -6
# COc1ccccc1CNc1nc(NCc2ccccc2OC)c2sccc2n1 as listed: -10, -6

# Single entries from the entries so far:
# Cc1cccc(C)c1Cn1c(C)c(C(=O)NCc2cccc(Cl)c2)sc1=O in GalR3 antag = -1
# COc1cccc(C(C)(O)c2nc(-c3cccc(C(C)C)c3)cs2)c1 (stereo unspecified) in M4 PAM = 3
# O=C(NCc1ccccc1)C(CCc1ccccc1)n1c(=O)c(-c2cc3ccccc3[nH]2)nc2ccccc21 (stereo unspecified) in GalR3 antag = -5
# Nc1ccn([C@@H]2O[C@H](C(=O)NCCc3ccc(F)cc3)[C@@H](O)[C@H]2O)c(=O)n1 in M4 PAM = -1
# O=C(Nc1ccc2c(c1)OCO2)c1csc([C@@H]2O[C@H](CO)[C@H](O)[C@H](O)[C@H]2O)n1 in GalR3 antag = -7

# Further entries follow.
No. | M4 PAM | GalR3 antag | SMILES
21 | -4 | -10 | CN(C)c1ccc(-c2ccnc3c2CC(C)(C(=O)NCc2ccccc2)O3)cc1 (stereo unspecified)
22 | -1 | -7 | Cc1cc(NC(=O)OC(C)(C)C)c(-n2nnnc2C(C(=O)c2ccccc2)N2CCOCC2)cc1C (stereo unspecified)
23 | -3 | -8 | CNC(=O)OCc1ncn(-c2ccccc2)c1COC(=O)NC
24 | 2 | -6 | COC(=O)C[C@H]1CC[C@H](NC(=O)c2cccc(F)c2)[C@@H](CO)O1
25 | 8 | -5 | CC(=O)Nc1ccc(C(=O)N2CCCCC2c2cc(C(=O)NCc3cccnc3)no2)cc1 (stereo unspecified)
26 | -11 | 0 | COC(=O)c1ccc(Cn2c(C)c(C(=O)NCc3ccc(Cl)c(Cl)c3)sc2=O)o1
27 | 6 | -5 | COc1ccc(NC(=O)C2Cc3c(-c4ccc5c(c4)OCO5)ccnc3O2)cn1 (stereo unspecified)
28 | -8 | -6 | Cc1ccc(-c2csc(C(O)(c3ccccc3)C(F)(F)F)n2)cc1C (stereo unspecified)
29 | 0 | -3 | CC(=O)Oc1ccc(Cn2c(C)c(C(=O)NCc3ccccc3C(F)(F)F)sc2=O)cc1
30 | 10 | -7 | Cc1cn([C@H]2C[C@H](O)[C@@H](/C=C/C(=O)NCCN3CCCCC3)O2)c(=O)[nH]c1=O
31 | -17 | -6 | CCCCn1nnnc1C(CCc1ccccc1)N1CCN(C/C=C/c2ccccc2)CC1 (stereo unspecified)
32 | 12 | 1 | Cc1ccccc1S(=O)(=O)NC(=O)C1(C)CCN1C(=O)CCc1cccs1 (stereo unspecified)
33 | 7 | 0 | O=C1NC[C@H](CCCCN2C[C@H](Cc3ccccc3)N(CCC3CCCCC3)C(=O)C2=O)N(CCc2ccccc2)C1=O
34 | 9 | -5 | COc1ccc(OC)c(NC(=O)Nc2nnc(COCCO)s2)c1
35 | 3 | -2 | O=C(NCc1ccccc1)c1cc(C2CCCCN2C(=O)c2ccccc2)on1 (stereo unspecified)
36 | -9 | -12 | CCc1nc2ccc(C(=O)N(C)Cc3ccccc3)cn2c1N(CC)Cc1cccc(Br)c1
37 | -6 | -8 | CC1(C(=O)NS(=O)(=O)c2ccccc2C(F)(F)F)CCN1C(=O)CCC1CCCC1 (stereo unspecified)
38 | -1 | -6 | O=C(Nc1ccc(F)cc1)C(CCc1ccccc1)N1CCN(CC(=O)N2CCCC2)CC1 (stereo unspecified)
39 | -1 | -2 | COc1ccc(NC(=O)C(c2ccccc2)n2c(=O)c(-c3ccco3)nc3ccccc32)cc1 (stereo unspecified)
40 | 0 | -6 | COc1cccc(-c2cnc(C(O)c3cc(C)cc(C)c3)[nH]2)c1 (stereo unspecified)
41 | -2 | -5 | CCNC(=O)C1(C)CCN(Cc2csc(-c3ccccc3)n2)C1 (stereo unspecified)
42 | -6 | -6 | CCCNC(=O)C1(C)CCCN(C(=O)c2cccc(OC(F)(F)F)c2)C1 (stereo unspecified)
43 | 1 | -6 | COc1ccc(C(O)c2nc(-c3ccccc3)cs2)cc1 (stereo unspecified)
44 | 6 | 3 | CC(C)C[C@H]1CN(CCCC[C@@H]2CNC(=O)C(=O)N2Cc2ccccc2)C(=O)C(=O)N1Cc1ccccc1
45 | -6 | -4 | CCc1nc2ccc(C(=O)NCC3CCCCC3)cn2c1N(CCC(C)C)CCN(C)C
46 | 1 | 1 | Cc1ccccc1CNC(=O)c1csc([C@H]2C[C@H](O)[C@@H](CO)O2)n1
47 | -8 | -6 | O=S1(=O)CC(N2CCC(Cc3ccccc3)CC2)CN1Cc1ccc(F)cc1 (stereo unspecified)
48 | 1 | -7 | NC(c1csc(NC(=O)Nc2cccc(Cl)c2)n1)c1ccccc1Cl (stereo unspecified)
49 | 15 | -4 | CN1CCC(N2CCN(C3CN(C4CCCCC4)S(=O)(=O)C3)CC2)CC1 (stereo unspecified)
50 | -3 | -8 | OC(c1ccc(Cl)c(F)c1)c1ncc(-c2ccc(Oc3ccccc3)cc2)[nH]1 (stereo unspecified)
51 | 5 | -7 | C#CCNC(=O)C[C@@H]1C[C@@]2(C(=O)OCC)CCC=C2N(CCC2=CCCCC2)C1=O
52 | 3 | -6 | COC(=O)[C@]12CCCCC=C1N(CCC1=CCCCC1)C(=O)[C@H](CC(=O)NCc1cccc(C(F)(F)F)c1)C2
53 | -9 | -7 | COc1ccc(-c2nc3c4ccccc4ccn3c2Cc2ccccc2)cc1OC
54 | 6 | -3 | COCCNC(=O)C1(C)CCCN(C(=O)c2cc(OC)c(OC)c(OC)c2)C1 (stereo unspecified)
55 | 2 | -8 | O=C(Nc1ccccc1)c1cc(C2CCCCN2S(=O)(=O)c2ccc(F)cc2F)on1 (stereo unspecified)
56 | 1 | -1 | COc1cc(C)ccc1S(=O)(=O)NC(=O)Cn1nnc(COc2ccc3c(c2)CCCC3)c1C
57 | 13 | -7 | O=C(C[C@@H]1CC[C@H](NC(=O)Cc2ccccn2)[C@@H](CO)O1)NCCc1ccccc1
58 | -3 | -4 | O=C(Nc1cccc(C(F)(F)F)c1)c1ccc2sc([C@H]3C[C@H](O)[C@@H](CO)O3)nc2c1
59 | -3 | -1 | c1cncc(CN2CCN(c3cc(-c4cnc5ccccc5c4)nc4ccnn34)CC2)c1
60 | -3 | 6 | O=S1(=O)CC(N2CCCC2)CN1Cc1cn(Cc2cccc(Cl)c2)nn1 (stereo unspecified)
61 | -2 | -11 | CC(C)C[C@H]1CN([C@@H](Cc2ccccc2)CN2CCC[C@@H]2CN2C(=O)C(=O)NC[C@@H]2Cc2ccccc2)C(=O)C(=O)N1CCc1ccccc1
62 | 10 | -1 | O=C(Cc1csc2ccccc12)NCC1CC1
63 | 7 | -6 | CC(C)NC(=O)C1(C)CSCC(=O)N1Cc1cccs1 (stereo unspecified)
64 | -10 | -6 | CCCCC[C@H](C)N1C[C@H](COCc2ccccc2)Oc2cc(N3CC[C@@H](N(C)C)C3)ccc2S1(=O)=O
65 | 5 | 0 | O=S1(=O)CC(N2CCCC2)CN1Cc1cn(Cc2ccccc2)nn1 (stereo unspecified)
66 | -8 | -7 | C=CCNc1nc(Nc2ccc(OC)c(OC)c2)c2sc(-c3ccccc3)cc2n1
67 | 3 | -9 | COc1ccc(-c2csc(C(C)(NC(C)=O)c3ccc(OC)cc3)n2)cc1 (stereo unspecified)
68 | -1 | -8 | CC1=C(C(=O)N(C(C)C)C(C)C)CC(CC(=O)NCCCN(C)C)C(=O)N1Cc1ccc(C(C)(C)C)cc1 (stereo unspecified)
69 | 4 | -10 | CCc1nc2c(OCc3ccccc3)cccn2c1N(C)C(=O)c1ccc2c(c1)OCO2
70 | -2 | -6 | CC(=O)NC(c1cccc(F)c1)c1nc(-c2cccc(C(C)C)c2)cs1 (stereo unspecified)
71 | 2 | -5 | COc1cc(F)ccc1-c1csc(C(NC(C)=O)c2ccc(F)c(F)c2)n1 (stereo unspecified)
72 | -4 | -7 | O=C(Nc1ccccc1)c1cc(C2CCCCN2S(=O)(=O)c2cccs2)on1 (stereo unspecified)
73 | 9 | 2 | C[C@@H]1COc2cc(N3CCN(Cc4ccccc4F)CC3)ccc2S(=O)(=O)N1
74 | 2 | -5 | C=C1C(=O)CC2=C1[C@](Cc1ccc(F)cc1)(C(=O)OC)N(C(=O)c1ccccc1)C2
75 | -7 | -9 | Clc1ccccc1Nc1nc(NCc2cccs2)nc2ccsc12
76 | 0 | -1 | CN(C)C(=O)c1cccc(-c2cnc3c(NC=O)cc(-c4ccc(C(=O)N5CCOCC5)cc4)cn23)c1
77 | -6 | -4 | CCCCN(C=O)c1c(CC)nc2ccc(C(=O)NCc3ccc4c(c3)OCO4)cn12
78 | 5 | -8 | COc1ccc(C(C(=O)NCc2ccccc2)n2c(=O)c(-c3ccccc3)nc3ccccc32)cc1 (stereo unspecified)
79 | 0 | -5 | Cn1c(NCc2ccccc2F)nc2cc(-c3cccc(C(F)(F)F)c3)sc2c1=O
80 | 4 | -4 | CN(C)CCN1CCN(C2CN(Cc3cn(Cc4ccc(F)cc4)nn3)S(=O)(=O)C2)CC1 (stereo unspecified)
81 | -11 | -9 | COc1ccccc1-c1cnc2c(Nc3cccc(OC(F)(F)C(F)F)c3)nccn12

# The list is partial. The share of hits here may be higher or lower than overall.
